Vif-A3F inh = Vif-A3F binding inhibition | HeLa A3F-eYFP + Vif (tagged APOBEC3F with the HIV-1 protein that degrades it), YFP fluorescence increase | 0.2% of 390,000 active | Potency, µM (series often up to 46.1 µM), inactives show at the top dose activity, negative = active; also: potency is read from the fitted curve at half-maximal effect; % of control where 0% means no effect; nearly all actives have a fitted effect of over 65% in size
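HeLa cells stably expressing Vif plus C-terminally eYFP-tagged A3F were seeded, incubated overnight at 37 deg C, dosed with compound, incubated overnight again at 37 deg C. Yellow fluorescence (Ex 488/Em 500-530) reported blocked Vif-mediated A3F-eYFP degradation.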
RXFP1 ag = RXFP1 (human) receptor agonism; Q9HBX9; HEK293T-RXFP1 cAMP TR-FRET, 30 min; response scale: percent of porcine relaxin response, buffer zero; Potency, µM (top dose mostly 57.5 µM), for inactives: at the top dose activation, most hits filed as activators; 0.3% of 370,000 active; AID 2676; also: potency is read from the fitted curve at half-maximal effect; % is scaled to controls: 0 for no effect and ±100 for the full control effect; nearly all actives have a fitted effect of over 60% in size; many of its hits are not listed in these tables
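Agonist response is measured as cAMP accumulation in an RXFP1-transfected HEK293T line under PDE4 inhibition. Values are scaled between buffer-only and 29 nM porcine relaxin, and EC50s come from standard Hill equation fits.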
LDHA block = LDHA (human) enzyme inhibition; purified LDHA, NADH/diaphorase-resazurin fluorescence; stronger effect = lower value; activity change, % (values are at about 110 or 230 µM); 0.15% of 480,000 active; AID 1347041; in the data active = activity change below about -30%; inconclusive = mostly about -25% to -30%;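 also: plate controls were DMSO wells for no effect and wells without enzyme for full effect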
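Remaining NADH was detected by diaphorase (0.133 mg/mL) converting 37 µM resazurin to fluorescent resorufin, read at 0 and 20 minutes. The preceding 5-minute room-temperature reaction used 2 nM LDHA, 0.2 mM sodium pyruvate and 0.06 mM NADH at pH 7.4.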
Glioma ERSR ind = inducers of ER stress response in human glioma cells | AID 602332 | 0.02% of 420,000 active | U87-MG GRP78 promoter luciferase reporter, 16 h | Potency, µM, for the others: top-dose activation, hits mostly activators; also: potency is read from the fitted curve at half-maximal effect; series mostly up to about 76 µM; % of control where 0% means no effect; nearly all actives have a fitted effect of over 35% in size
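ERSR induction read as luciferase luminescence (Bright-Glo, 10 min at room temperature) in stably transfected human U87-MG glioma cells exposed to compounds for 16 h, using GRP78 as sensor.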
D1 potentiator = enhances dopamine response at the human D1 receptor; P21728; HEK293 TREx D1 cells, calcium flux, dopamine EC20 potentiation; potentiation, % at 10 µM; 0.036% of 360,000 active; in the data active = potentiation above about 30%; also: 0% is about no effect
Target sequence (P21728 whole entry, looked up): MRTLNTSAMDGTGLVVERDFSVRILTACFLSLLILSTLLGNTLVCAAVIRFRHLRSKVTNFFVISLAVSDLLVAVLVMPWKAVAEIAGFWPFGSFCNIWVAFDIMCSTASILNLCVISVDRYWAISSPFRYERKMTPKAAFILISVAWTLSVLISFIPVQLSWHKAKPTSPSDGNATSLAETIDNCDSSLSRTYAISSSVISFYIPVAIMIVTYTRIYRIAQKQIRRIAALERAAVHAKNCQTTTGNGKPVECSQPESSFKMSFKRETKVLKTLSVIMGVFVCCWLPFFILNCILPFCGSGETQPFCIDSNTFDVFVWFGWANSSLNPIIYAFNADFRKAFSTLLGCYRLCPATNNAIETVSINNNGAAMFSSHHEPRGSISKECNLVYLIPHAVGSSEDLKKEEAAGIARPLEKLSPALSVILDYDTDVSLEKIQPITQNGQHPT
D1 ag = agonists of human D1 dopamine receptor. P21728. HEK293 T-REx D1 cells, calcium flux, agonist mode. activation, % at 2 µM. AID 504660. 1% of 360,000 active; in the data active = activation above about 30%; also: 0% is about no effect
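Tetracycline-induced HEK293 TREx D1 cells, force-coupled to calcium signalling, were dye-loaded with a no-wash calcium kit. Compound was pin-added after a 10 s baseline. Fluorescence was read kinetically at 1 cycle/s for 180 s, with calcium rises flagged as agonism.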
D1 antagonist = blocks dopamine activation of the human D1 receptor. activity change, negative = inhibition, % at 10 µM. HEK293 TREx D1 cells, calcium flux, dopamine EC80; stronger effect = lower value. P21728. 3.2% of 360,000 active; in the data active = activity change below about -30%; also: % is scaled to controls: 0 for no effect and ±100 for the full control effect
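Antagonism measured as reduced calcium response to an EC80 dopamine addition following 180 s compound pre-read; cells were inducible HEK293 Trex D1 plated overnight at 30 C, read kinetically at 1 cycle/sec.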
Vif-APOBEC3G blk = Vif-A3G binding inhibition; HeLa A3G-eYFP + Vif (tagged APOBEC3G with the HIV-1 protein that degrades it), YFP fluorescence, overnight; Potency, µM (doses to about 46.1 µM), for the others: top-dose activity, negative = active, actives largely listed as inhibitors; 0.076% of 410,000 active; AID 602310;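 also: potency is read from the fitted curve at half-maximal effect; % is scaled to controls: 0 for no effect and ±100 for the full control effect; nearly all actives have a fitted effect of over 60% in size; hits raise eYFP signal because A3G escapes Vif-driven loss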
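HeLa cells stably expressing Vif and C-terminally eYFP-tagged A3G, seeded overnight at 37 deg C, then exposed to compound by pintool overnight at 37 deg C. Rise in yellow fluorescence (Ex 488/Em 500-530, Acumen) marks blocked Vif-driven A3G degradation.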
D2 PAM = positively modulates the human D2 dopamine receptor allosterically; P14416; HEK293 T-REx D2, calcium flux, EC20 dopamine potentiation; potentiation, % at 10 µM; 0.34% of 340,000 active;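 active = potentiation over 3 SD above the plate norm, cut at about 30% in these data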; also: 0% is about no effect
Target sequence (P14416 whole entry, looked up): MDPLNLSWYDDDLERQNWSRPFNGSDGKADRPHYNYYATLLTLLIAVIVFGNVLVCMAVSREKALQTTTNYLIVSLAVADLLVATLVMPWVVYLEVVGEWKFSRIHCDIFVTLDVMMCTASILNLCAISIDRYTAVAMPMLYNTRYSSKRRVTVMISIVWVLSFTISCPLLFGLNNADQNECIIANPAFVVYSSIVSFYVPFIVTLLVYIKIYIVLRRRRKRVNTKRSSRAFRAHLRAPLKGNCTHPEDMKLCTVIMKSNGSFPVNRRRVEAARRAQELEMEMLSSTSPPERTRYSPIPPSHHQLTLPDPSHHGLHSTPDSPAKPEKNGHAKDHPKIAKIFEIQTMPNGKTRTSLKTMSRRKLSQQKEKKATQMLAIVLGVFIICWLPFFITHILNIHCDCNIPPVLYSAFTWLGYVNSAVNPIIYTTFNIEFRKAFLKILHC
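Tetracycline-induced Hek293 Trex D2 cells, force-coupled to calcium, loaded with no-wash calcium dye. Compound added with 180 s kinetic read for agonism, then EC20 dopamine and a further 180 s read for potentiation.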
Starred values were filed as active, the others as inactive; ? = inconclusive; nt = not tested or not shown. Unless noted, calls follow the shape of the dose curve; as a rule, active = well fitted curve in the direction sought with a large enough effect; inconclusive = small, poorly fitted or top-dose-only effect, or another doubt; inactive = no such curve, though single readings can be large; an effect the other way counts as inactive or inconclusive.

No. | canonical_smiles | Vif-A3F inh | RXFP1 ag | LDHA block | Glioma ERSR ind | D1 potentiator | D1 ag | D1 antagonist | Vif-APOBEC3G blk | D2 PAM
1 | CCOc1cccc(N2C(=O)CC(N3CCC(C(N)=O)(N4CCCCC4)CC3)C2=O)c1 (stereo not given) | 2% | 2.8% | -6 | -9% | -3 | 2 | -7 | 3% | 8
2 | CCC(=O)Nc1cccc(NC(C)=O)c1 | nt | 0.5% | nt | nt | 0 | 1 | -8 | nt | -5
3 | Cc1cc(S(=O)(=O)NCC(C)C)ccc1OCC(=O)NCc1ccccn1 | 8% | -1.6% | -1 | -3% | -8 | 1 | 6 | 1% | 21
4 | NC(=O)CC(NC(=O)Cc1ccc(Cl)cc1)c1ccc(NCCCN2CCCC2=O)c([N+](=O)[O-])c1 (stereo not given) | 0% | -1.9% | 3 | -4% | -6 | 1 | -18 | 0% | 5
5 | C[C@H](NC(=O)c1nc[nH]c1C(=O)NCCCCCNC(=O)OC(C)(C)C)C(=O)OCc1ccccc1 | -2% | 3.0% | 4 | 1% | -4 | 6 | -39* | -4% | 1
6 | Nc1ccc(C2(c3ccc(N)cc3)c3ccccc3C(=O)c3ccccc32)cc1 | -1% | nt | 0 | -4% | nt | nt | nt | -21% | nt
7 | COc1ccc(N2CCN(C(=O)CCc3ccc(S(=O)(=O)NCC(C)C)cc3)CC2)cc1 | 1% | -1.3% | 1 | -1% | -4 | 4 | -19 | -1% | 6
8 | CNC(=O)COC(=O)c1ccc(NS(=O)(=O)c2ccc3c(c2)OCCO3)cc1 | -12% | -0.7% | -5 | -2% | 3 | -1 | 4 | -1% | -2
9 | C=CCC[C@@H](Cc1ccc(F)cc1)C(=O)OC[C@@H]1CCCN1C(=O)[C@@H](CC=C)CC(=O)N[C@@H](CO)Cc1ccccc1 | 2% | nt | 9 | -1% | nt | nt | nt | -5% | nt
10 | O=C(CCNS(=O)(=O)c1ccc2c(c1)CCN2C(=O)C1CC1)N1CCN(c2cccc(Cl)c2)CC1 | -1% | -0.6% | 0 | ? | -5 | 8 | -9 | 2% | -2
11 | CNC(=O)CN(C1CCCCC1)S(=O)(=O)c1ccc(F)cc1 | 3% | 1.3% | -3 | -1% | -1 | 0 | -21 | 0% | -1
12 | Cc1cccnc1CN1CCN(Cc2nc(C(c3ccccc3)c3ccccc3)no2)CC1 | 3% | 1.2% | -1 | 7% | -8 | 1 | -1 | -5% | -1
13 | O=C(NCc1ccccc1Cl)c1ccc2nc[nH]c2c1 | 3% | 1.1% | 0 | 0% | -4 | 3 | 4 | -10% | -4
14 | N#CCCN(C(=O)COC(=O)C1CCN(c2ccc(C(F)(F)F)cn2)CC1)c1ccc(F)cc1 | -17% | 0.2% | -6 | -1% | 1 | 0 | 8 | -2% | 5
15 | COc1ccc(Oc2ccc(N/C=C/C(=O)C(C)(C)C)cc2)cc1 | 3% | 2.5% | 3 | 2% | 1 | 1 | 8 | 3% | -4
16 | COC(=O)c1ccccc1NC(=O)CSc1nc(N)cc(N)n1 | 3% | -0.3% | -8 | 2% | 3 | 2 | 9 | -1% | -9
17 | COc1ccc(-n2ccnc2SCC(=O)Nc2ccc(OC)cc2OC)cc1 | 1% | -1.8% | -2 | -2% | -6 | 5 | -14 | 0% | 1
18 | Cc1cccc(N(CC(=O)NC2CCCC2)C(=O)c2csnn2)c1C | 4% | -3.4% | -4 | -5% | -1 | 5 | -2 | 3% | 0
19 | C=CCn1c(C23CC4CC(CC(C4)C2)C3)n[nH]c1=S | ? | -0.7% | -5 | -4% | 0 | 2 | 1 | -2% | 3
20 | CN(CC(=O)Nc1cccc(F)c1)C(=O)c1cn(-c2ccccc2)nc1-c1cccs1 | -5% | nt | -1 | -5% | nt | nt | nt | -13% | nt

Looked up by structure from the entries so far:
No. | canonical_smiles | Vif-A3F inh | RXFP1 ag | LDHA block | Glioma ERSR ind | D1 potentiator | D1 ag | D1 antagonist | Vif-APOBEC3G blk | D2 PAM
20 | CN(CC(=O)Nc1cccc(F)c1)C(=O)c1cn(-c2ccccc2)nc1-c1cccs1 | -5% | nt | -1 | -5% | nt | nt | nt | -13% | nt
12 | Cc1cccnc1CN1CCN(Cc2nc(C(c3ccccc3)c3ccccc3)no2)CC1 | 3% | 1.2% | -1 | 7% | -8 | 1 | -1 | -5% | -1
8 | CNC(=O)COC(=O)c1ccc(NS(=O)(=O)c2ccc3c(c2)OCCO3)cc1 | -12% | -0.7% | -5 | -2% | 3 | -1 | 4 | -1% | -2

(continued)
No. | canonical_smiles | Vif-A3F inh | RXFP1 ag | LDHA block | Glioma ERSR ind | D1 potentiator | D1 ag | D1 antagonist | Vif-APOBEC3G blk | D2 PAM
21 | COc1ccc(CCN2C(=O)C3C4C=CC(C4)C3C2=O)cc1OC (stereo not given) | 0% | 1.4% | -2 | -2% | -5 | 3 | -15 | 4% | -5
22 | CCOC(=O)c1ccccc1NC(=O)c1sc2nc(-c3ccc(F)cc3)cn2c1C | -15% | 0.3% | -2 | 3% | 2 | 1 | 6 | -4% | 4
23 | O=C(Cn1c(=O)n(CCCS(=O)(=O)C2CCCCC2)c(=O)c2ccccc21)Nc1ccccc1C(F)(F)F | -1% | 1.2% | -6 | -2% | -2 | -1 | 12 | 1% | -11
24 | CCCCn1c(=O)nc2n(-c3ccc(C)cc3)c3ccccc3cc-2c1=O | 3% | 0.4% | 3 | -9% | 2 | 0 | -1 | -6% | -7
25 | O=C(NCCc1ccc(Cl)cc1Cl)c1cccnc1 | -3% | 0.4% | 1 | -4% | -3 | 2 | -3 | 0% | 5
26 | CC(=O)Nc1nc(SCc2cccc3ccccc23)n[nH]1 | -11% | 0.3% | -4 | -2% | -8 | 6 | -7 | -2% | 0
27 | CC(C)(C)C(=O)N1CCc2cc(-c3csc(N)n3)ccc21 | 3% | -0.4% | 0 | -16% | -6 | 1 | 11 | -5% | 33*
28 | Cc1c(CCC(=O)N[C@@H](CC(C)C)C(=O)O)c(=O)oc2c(C)c3oc4c(c3cc12)CCCC4 | 3% | 7.1% | 2 | -7% | -2 | 1 | 15 | -1% | -7
29 | CCC(C)[C@H](NC(=O)NCc1ccco1)C(=O)OC (stereo not given in full) | 4% | 2.1% | -3 | -2% | -2 | 1 | 1 | 1% | -8
30 | COc1ccc(OC)c(NC(=O)Cc2nn(C)c(=O)c3ccccc23)c1 | -9% | -1.1% | -1 | -5% | 1 | 6 | 2 | 3% | -1
31 | Cc1ccccc1OCCNC(=O)c1ccccc1Sc1ccccc1C#N | 2% | 2.0% | -7 | -7% | -9 | 5 | 2 | 1% | -17
32 | Cc1ccc2oc(C(=O)NCc3ccc(S(N)(=O)=O)cc3)cc(=O)c2c1 | -1% | 3.9% | -3 | -3% | 7 | 0 | 0 | -1% | -7
33 | CC1CCN(S(=O)(=O)c2ccc(NC(=O)N3c4ccccc4Sc4ccccc43)cc2)CC1 | -4% | -0.2% | -1 | -4% | 0 | 2 | -1 | 1% | 14
34 | COCCCNCCCCOc1ccc(OCc2ccccc2)cc1 | -14% | 0.5% | -18 | 1% | -4 | 35* | -18 | 4% | 1
35 | CCc1cccc(CC)c1NC(=O)COC(=O)CC1c2ccccc2CCN1S(=O)(=O)c1ccccc1 (stereo not given) | -2% | 0.1% | -7 | -2% | -2 | 5 | -5 | 0% | 0
36 | Oc1ccc(/C=N/NC(=S)Nc2cccnc2)cc1O | 13% | -0.6% | 7 | 1% | -2 | 2 | 7 | 0% | 2
37 | Nc1cc(N)c2c(c1)C(=O)c1ccccc1-2 | 0% | nt | 4 | 7% | nt | nt | nt | 1% | nt
38 | O=[N+]([O-])C1C(c2ccccc2)=NOC1c1ccccc1O (stereo not given) | 6% | 1.5% | -2 | 6% | 2 | -3 | -12 | -1% | 9
39 | COc1ccccc1/C=C1/C(=O)N(c2cc(C)cc(C)c2)C(c2cccc([N+](=O)[O-])c2)S1(=O)=O (stereo not given) | -6% | 1.4% | -2 | -2% | -4 | 4 | -9 | -1% | 0
40 | Clc1cccc(-c2csc(-c3nc(-c4ccc(Br)s4)cs3)n2)c1 | -8% | 3.0% | -7 | -1% | 0 | 2 | 8 | 0% | -3
41 | COc1cccc(NC(=O)Cn2c(=O)n(-c3cccc(OC)c3)c(=O)c3c4c(sc32)CCCC4)c1 | 2% | 1.3% | -1 | -5% | 2 | 2 | -8 | 2% | -8
42 | OCC[C@H]1C[C@@H](O)[C@H](O)[C@]2(OCCCc3ccccc32)O1 | 2% | 2.4% | -6 | -2% | 0 | 1 | 10 | 10% | -14
43 | Cc1onc(-c2ccccc2)c1C(=O)OCC(=O)N1CCCCC1 | -6% | nt | -5 | -2% | nt | nt | nt | -2% | nt
44 | CC(C)CCN1C(=O)c2ccc(C(=O)Nc3cccc(S(N)(=O)=O)c3)cc2C1=O | -2% | 2.1% | -9 | -4% | 2 | 1 | 5 | -19% | -2
45 | CC(=O)c1cccc(S(=O)(=O)Nc2cccnc2)c1 | -11% | 3.5% | -6 | -4% | 0 | 1 | 8 | 2% | -6
46 | N#Cc1ccc(NC(=O)COC(=O)CCc2ccc(S(=O)(=O)N3CCCCC3)cc2)cc1 | -6% | -2.3% | -3 | -3% | 3 | 3 | 0 | 4% | -7

One compound at a time, from the list above. Order of values: Vif-A3F inh | RXFP1 ag | LDHA block | Glioma ERSR ind | D1 potentiator | D1 ag | D1 antagonist | Vif-APOBEC3G blk | D2 PAM
Entry for `CC(C)CCN1C(=O)c2ccc(C(=O)Nc3cccc(S(N)(=O)=O)c3)cc2C1=O` : -2% | 2.1% | -9 | -4% | 2 | 1 | 5 | -19% | -2
Entry for `Cc1onc(-c2ccccc2)c1C(=O)OCC(=O)N1CCCCC1` : -6% | nt | -5 | -2% | nt | nt | nt | -2% | nt
Entry for `OCC[C@H]1C[C@@H](O)[C@H](O)[C@]2(OCCCc3ccccc32)O1` : 2% | 2.4% | -6 | -2% | 0 | 1 | 10 | 10% | -14

Source: PubChem (National Center for Advancing Translational Sciences (NCATS))

The list is partial; the hit share may differ from the screen's.
